MITF primary: blocks human microphthalmia-associated transcription factor; AID 1259374; AlphaScreen MITF homodimerization, bead proximity signal; 650,000 tested, 0.91% active; inhibition, % at 2.6 µM; in the data active means inhibition above about 50%;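 further: 0% = vehicle wells with protein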
Target sequence (O75030 whole entry, looked up): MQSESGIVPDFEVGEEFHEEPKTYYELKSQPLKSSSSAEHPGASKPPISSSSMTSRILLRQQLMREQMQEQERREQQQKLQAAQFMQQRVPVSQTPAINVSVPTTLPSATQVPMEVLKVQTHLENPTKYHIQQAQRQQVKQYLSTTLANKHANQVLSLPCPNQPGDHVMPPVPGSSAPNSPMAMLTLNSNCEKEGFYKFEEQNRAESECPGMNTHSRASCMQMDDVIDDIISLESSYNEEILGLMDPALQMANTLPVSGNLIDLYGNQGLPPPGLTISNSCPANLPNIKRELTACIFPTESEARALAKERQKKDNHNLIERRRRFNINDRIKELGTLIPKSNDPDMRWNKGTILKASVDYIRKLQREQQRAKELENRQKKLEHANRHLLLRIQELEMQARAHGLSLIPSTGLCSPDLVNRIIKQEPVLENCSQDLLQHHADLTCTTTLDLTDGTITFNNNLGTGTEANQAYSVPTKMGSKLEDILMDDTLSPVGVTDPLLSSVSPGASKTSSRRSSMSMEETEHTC
FBW7 act: activators of human E3 ligase FBW7 | normalized activity (activation), % at 26.1 µM | AlphaScreen FBW7–phospho-cyclin E peptide binding, activator screen | AID 1259310 | 650,000 tested, 0.13% active | Q969H0; in the data active means normalized activity above about 1.9%;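 further: purified mutant Fbw7 with reduced substrate affinity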
TEAD-YAP inh: TEAD-YAP interaction inhibition; 640,000 tested, 1.4% active; HEK-TIYL cells, TEAD-Gal4/YAP UAS-luciferase luminescence; inhibition, % at 9.12 µM; AID 1259422; in the data active means inhibition above about 32%;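 further: 0% = median of test compound wells and 100% = reference inhibitor wells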
GPR151 activ: activates the human receptor GPR151; Q8TDV0; PathHunter beta-arrestin GPR151 cells, luminescence; activation, % at 11.2 µM; 650,000 tested, 1% active; AID 1508602; in the data active means activation above about 4.9%;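 further: 0% = median of compound wells and 100% = cells with positive control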
Target sequence (Q8TDV0 whole entry, looked up): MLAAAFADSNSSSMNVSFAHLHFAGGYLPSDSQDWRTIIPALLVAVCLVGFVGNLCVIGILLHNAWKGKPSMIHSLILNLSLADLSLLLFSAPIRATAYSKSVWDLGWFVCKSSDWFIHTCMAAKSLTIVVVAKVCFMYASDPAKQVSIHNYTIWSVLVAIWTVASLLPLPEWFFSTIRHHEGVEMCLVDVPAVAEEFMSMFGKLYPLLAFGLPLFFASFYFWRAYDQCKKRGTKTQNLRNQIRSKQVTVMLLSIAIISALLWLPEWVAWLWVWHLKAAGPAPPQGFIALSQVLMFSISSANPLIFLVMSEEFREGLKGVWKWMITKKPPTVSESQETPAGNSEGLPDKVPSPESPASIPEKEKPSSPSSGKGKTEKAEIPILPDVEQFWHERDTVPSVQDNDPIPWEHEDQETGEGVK
Numbers without * were called inactive.

Values run as follows: GPR151 activ | TEAD-YAP inh | MITF primary | FBW7 act
> CC(CNC(=O)c1sc2ccccc2c1Cl)NC(=O)c1sc2ccccc2c1Cl (stereo not drawn)
  -0.1 | -2 | 9 | 0.2
> Cc1nnc(N2C(=O)C(O)=C(C(=O)c3cccs3)C2c2ccccc2F)s1 (stereo not drawn)
  -1.2 | -9 | -12 | -0.2
> Cc1ccc(C(=O)Nc2ccc(N3CCOCC3)cc2)cc1
  0.2 | -64 | -14 | 0.0
> COc1ccc(C(CNc2nc(-c3cccnc3)nc3ccccc23)N(C)C)cc1 (stereo not drawn)
  -1.0 | -1 | 2 | -0.2
> Cc1ccc(-c2nnn(CC(=O)NCc3ccccc3)n2)c(-n2cnnn2)c1
  0.3 | 7 | 10 | -0.1
> Cc1cccc(OCC(=O)NC2CCCC2)c1C
  -0.6 | -2 | -3 | -0.1
> COc1cccc(C(=O)Nc2nc3ccc4nc(SC)sc4c3s2)c1
  0.8 | 2 | 0 | 0.0
> CN(C)CC(=O)Nc1ccccc1[N+](=O)[O-]
  -1.5 | -6 | -8 | -0.1
> CCC1(C)CC(CCNCc2ccc(N(C)C)cc2)(c2ccc(OC)cc2)CCO1 (stereo not drawn)
  -0.8 | -7 | 7 | -0.6
> Cc1cc(C)c(S(=O)(=O)N2CCCCCC2)cc1C
  -0.9 | -16 | -9 | 0.1
> COc1ccc(-c2nc(=S)c3c(n2-c2ccc(OC)cc2)CCCC3)cc1
  -1.8 | -4 | -1 | -0.2
> Cc1cc(C(=O)COc2cccnc2[N+](=O)[O-])c(C)n1-c1ccccc1F
  0.5 | -14 | 19 | 0.0
> Cc1nc(N2CCOCC2)c2c(C)c(C(=O)Nc3ccc4c(c3)OCO4)sc2n1
  0.1 | -8 | 4 | 0.0
> O=C(Cn1cnc2c(nnn2Cc2ccccc2)c1=O)c1ccc(Cl)cc1
  -0.4 | 6 | 13 | 0.1
> C=C(Cl)CSc1nnc(CCNC(=O)COC)n1-c1ccc(OC)cc1
  -0.2 | 21 | 4 | 0.2
> CCOC(=O)C(NCc1cccnc1)(NC(=O)c1ccc(OC)cc1)C(F)(F)F (stereo not drawn)
  -0.6 | -5 | 20 | 0.3
> CCC1C(=O)NCCN1C(=O)c1ccc(C)c(I)c1 (stereo not drawn)
  -2.4 | -2 | 13 | 0.1
> COc1cc(-c2nc3sc4c(c3c(=O)[nH]2)CCCC4)ccc1OC(C)c1ccccc1 (stereo not drawn)
  -0.6 | -9 | 10 | 0.0
> CCOC(=O)N1CCN(C(=O)C2CCN(CC3CCCCC3)CC2)CC1
  -1.4 | -2 | 37 | 0.0
> O=C(NN1C(=O)c2ccccc2NC1c1ccccc1O)c1ccc([N+](=O)[O-])cc1 (stereo not drawn)
  -1.2 | -4 | 6 | 0.0
> O=C(Nc1cc(F)ccc1F)c1ccccc1I
  0.4 | -3 | 1 | 0.7
> CN(C)C1CCN(c2cc(-c3cn[nH]c3)ccc2NC(=O)[C@](C)(O)c2ccc(Br)cc2)CC1
  0.1 | -2 | -13 | 0.0
> COC(=O)C1=C(C)NC(=O)/C1=C\c1ccc(OCC(=O)Nc2ccccc2)cc1
  -0.6 | -2 | 14 | 0.6
> Cc1ccc2sc(-c3ccc(N4C(=O)C5CC=CC(C)C5C4=O)cc3)nc2c1 (stereo not drawn)
  2.5 | 7 | 7 | 0.0
> CC(=O)Nc1ccc(NC(=O)CSc2nnnn2-c2ccc3c(c2)OCO3)cc1
  0.2 | 10 | 2 | -0.1
> COc1cccc(-n2c(=O)c3sccc3n(Cc3cccc([N+](=O)[O-])c3)c2=O)c1
  2.7 | 6 | 10 | 0.1
> CC(Cl)c1nnc(-c2ccc([N+](=O)[O-])cc2)o1 (stereo not drawn)
  1.6 | 14 | -4 | -0.2
> COC(=O)C1=C(C)N(c2ccccc2F)C(=O)/C1=C\c1cccc(OC)c1O
  0.2 | -6 | 1 | 0.0
> O=C(CCc1ccc(S(=O)(=O)N2CCOCC2)cc1)NC12CC3CC(CC(C3)C1)C2
  0.7 | -6 | -1 | -0.3
> CC(C)(C)NC(=O)CN1CCC(O)(c2cccnc2)CC1
  3.2 | -8 | -2 | 0.7

Next section; the last six above are carried over.
Values run as follows: GPR151 activ | TEAD-YAP inh | MITF primary | FBW7 act
> CC(=O)Nc1ccc(NC(=O)CSc2nnnn2-c2ccc3c(c2)OCO3)cc1
  0.2 | 10 | 2 | -0.1
> COc1cccc(-n2c(=O)c3sccc3n(Cc3cccc([N+](=O)[O-])c3)c2=O)c1
  2.7 | 6 | 10 | 0.1
> CC(Cl)c1nnc(-c2ccc([N+](=O)[O-])cc2)o1 (stereo not drawn)
  1.6 | 14 | -4 | -0.2
> COC(=O)C1=C(C)N(c2ccccc2F)C(=O)/C1=C\c1cccc(OC)c1O
  0.2 | -6 | 1 | 0.0
> O=C(CCc1ccc(S(=O)(=O)N2CCOCC2)cc1)NC12CC3CC(CC(C3)C1)C2
  0.7 | -6 | -1 | -0.3
> CC(C)(C)NC(=O)CN1CCC(O)(c2cccnc2)CC1
  3.2 | -8 | -2 | 0.7
> Cc1cc([N+](=O)[O-])nn1CCCC(=O)Nc1c(C)n(C)n(-c2ccccc2)c1=O
  0.4 | 1 | -2 | 0.1
> OCCNCc1cc(Cl)ccc1OCc1ccc(F)cc1
  1.2 | 5 | -15 | -0.1
> CC1(c2ccc(Cl)cc2Cl)NC(=O)N(CC(=O)NC(N)=O)C1=O (stereo not drawn)
  0.5 | 0 | -9 | 0.1
> CCCC1=NN2C(=N)/C(=C/c3cn(CCOc4ccc(C)cc4)c4ccccc34)C(=O)N=C2S1
  -0.2 | -5 | 7 | 0.1
> COC(CNC(=O)c1ccc(N2CCCCCC2)c([N+](=O)[O-])c1)OC
  0.7 | -5 | 11 | 0.2
> O=C(CCCn1c(SCC(=O)c2ccc(F)cc2)nc2ccccc2c1=O)NCc1ccco1
  0.3 | -18 | -5 | 0.8
> CC/C(C)=N/NC(=O)c1ccccc1OC(C)=O
  -0.9 | -44 | 0 | -0.1
> C=CCN(CC=C)S(=O)(=O)c1ccc(NC(=O)COc2ccc(C(C)C)cc2)cc1
  0.6 | 7 | -18 | -0.2
> O=C(CSC1=NC(=O)C(c2ccccc2)C(=O)N1)Nc1ccccc1 (stereo not drawn)
  0.9 | 5 | 0 | 0.1
> O=C(O)CC1(Cc2nc(-c3cccs3)no2)CCCC1
  -0.1 | 0 | 18 | 0.6
> COc1ccc(CCNC(=O)c2cccc(Nc3ncccn3)n2)cc1
  -1.4 | 15 | 5 | -0.1
> CCOC(=O)N/N=C/c1cccc(Br)c1
  1.0 | -22 | -2 | -0.1
> O=C(Cn1nc(-c2ccc(Cl)cc2)c2ccccc2c1=O)NCc1ccccn1
  -1.4 | 9 | 3 | 0.3
> CCc1cnc2c(c1NCc1cccs1)c(=O)n(C)c(=O)n2C
  -0.5 | -9 | -4 | 0.9
> O=C(O)/C=C/c1cccc(-c2cnc(NCCCc3ccccc3)c3nccn23)c1
  -0.4 | 9 | 22 | 0.4
> COc1ccc2nc3[nH]nc(NC(=O)Cc4ccccc4OC)c3cc2c1
  1.6 | 9 | 5 | 0.0
> CCOC(=O)CCC(=O)Nc1ccc(S(=O)(=O)N2CCC(C)CC2)cc1
  0.6 | 2 | 10 | 0.1
> COC(=O)c1ccc(NC(=S)N2CCC(NC(=O)c3cccc([N+](=O)[O-])c3)CC2)cc1
  0.0 | -4 | 1 | 0.2
> COc1ccccc1-n1ccnc(SCc2ccc(F)cc2)c1=O
  -1.1 | -7 | 2 | 0.9
> Cc1ccc2onc(CNC(=O)Nc3ccc(F)cc3)c2c1
  1.4 | -5 | 0 | 0.0
> O=C(Nc1ccc(NC(=O)c2cc(Br)ccc2Cl)cc1Br)c1ccccc1
  0.6 | 17 | -7 | -0.1
> COc1ccc(S(=O)(=O)Nc2ccc3c(c2)CN(C(=O)C(C)C)CC3)cc1
  0.6 | 7 | 39 | 0.1
> CCSc1nc(-c2ccc(OC)cc2)cc(-c2ccc(OC)cc2)c1C#N
  -0.6 | 2 | -2 | -0.1
> O=C(O)Cc1nc2nc3c(c(=O)n2[nH]1)CCC3
  -0.6 | -3 | -2 | -0.1
> COc1cccc(/C=N/n2c(C)nnc2C)c1
  0.6 | 3 | -2 | 0.1
> O=C(NCCCN1CCCCCC1)C1CC(=O)N(C2CCCC2)C1 (stereo not drawn)
  -0.1 | -8 | -6 | -0.3
> Cc1ccc2oc(-c3ccc(C)c(NC(=O)c4cc(I)ccc4Br)c3)nc2c1
  -0.1 | 11 | 2 | 1.4
> Clc1ccc(-c2cnc3ccc(NCCc4ccccn4)nn23)cc1
  0.7 | 29 | 18 | 0.9
> Cc1cc(C)cc(-n2c(C)nc3cc(C(=O)NCCc4ccc(Cl)cc4)ccc32)c1
  -2.4 | 1 | 9 | 0.4
> O=C(CSc1ccc(F)cc1)N1CCCC1
  -0.5 | -19 | -13 | 0.1
> CCOC(=O)c1ccc(NC(=S)NCC(O)c2ccccc2)cc1 (stereo not drawn)
  -0.7 | -7 | -13 | 0.1
> CCOC(=O)c1c(NC(=S)NC(=O)c2ccccc2)sc2c1CC(C)(CC)OC2 (stereo not drawn)
  -0.7 | 8 | 9 | -0.1
> Cc1nc2c(c(=O)[nH]1)CCN(C(=O)Cn1c3ccccc3c3ccccc31)C2
  -0.4 | 0 | 10 | 0.1
> CC(C)c1ccc(C2C3CN(C)CC=C3C(C#N)=C(N)C2(C#N)C#N)cc1 (stereo not drawn)
  -0.3 | 13 | 1 | 0.5
> Cc1ccc2nc3c(cc(C(=O)NCc4cccnc4)c(=N)n3CC3CCCO3)c(=O)n2c1 (stereo not drawn)
  -1.2 | -7 | 10 | -0.1
> CCN1C=C(C(=O)OC)C(c2ccc(OC)c(OC)c2OC)C(C(=O)OC)=C1
  -0.3 | -2 | -6 | 0.0
> Cc1cc(NS(=O)(=O)c2ccc(NC(=S)NCc3ccccc3)cc2)no1
  -1.3 | -5 | -3 | -0.1
> O=C(NCCCN1CCOCC1)c1ccc(OC2CCN(C(=O)C3CC3)CC2)cc1
  0.7 | 4 | 1 | 0.1
> COc1ccccc1NC(=O)c1sc2nc(-c3cccc([N+](=O)[O-])c3)cn2c1C
  -0.4 | -1 | 17 | 0.2
> CCOCCCNc1cc(C)nc2c(-c3ccc(F)cc3)c(C)nn12
  0.2 | -27 | 6 | 0.7
> COc1ccc(-n2c(O)c(C=Nc3ccccc3F)c(=O)[nH]c2=S)cc1
  -0.2 | 10 | -27 | 0.0
> COc1ccc(S(=O)(=O)Nc2cccc(O)c2)cc1Br
  3.5 | -2 | -17 | 0.1
> CCOC(=O)C1=C(c2ccccc2)NC(=O)NC1C (stereo not drawn)
  0.0 | -5 | 12 | 0.0
> CN1CCC(NC(=O)c2cc(Br)ccc2Cl)CC1
  -0.1 | -2 | 18 | 0.0
> Cc1cc2c(=O)n(CC(=O)NCC(=O)Nc3ccc(F)c(Cl)c3)cnc2s1
  0.2 | 8 | -3 | -0.1
> O=C(C1CCCO1)N1CCC(c2ccc(F)cc2)CC1 (stereo not drawn)
  0.2 | 5 | 6 | 0.0
> Cc1cc(Br)ccc1OCC(=O)N(C)c1ccccc1
  -0.2 | -21 | 6 | -0.1
> COC(=O)c1ccc(NC(=O)c2ccc(C)o2)cc1
  -3.2 | -47 | -7 | -0.1
> CCCOC(=O)c1ccc(NC(=O)c2ccccc2I)cc1
  -0.8 | -29 | -16 | 0.2
> CC(=O)Nc1ccc(C(=O)Nc2ncc([N+](=O)[O-])s2)cc1
  -10 | -17 | -4 | 0.0
> O=C(Cc1ccc2c(c1)OCCO2)Nc1nc2ccccc2[nH]1
  -0.8 | -40 | 9 | 0.2
> CCN1C(=O)C(=O)N(CC(=O)Nc2cc(C)ccc2C)C1=O
  2.1 | 14 | 12 | 0.0
> CC(C)CC(C(=O)Nc1sc2c(c1C#N)CCCCC2)N1C(=O)c2ccccc2C1=O (stereo not drawn)
  -0.4 | 4 | -9 | -0.1
> COc1ccc(CN2CCN(C(=O)c3cccc(F)c3)CC2)c(OC)c1
  2.0 | 8 | 43 | 0.1
> COC(=O)COc1ccc(NS(=O)(=O)c2cccc([N+](=O)[O-])c2)cc1
  -0.7 | -3 | -7 | -0.1
> CC(=O)NCC1CCC2(CCN(C/C=C/c3ccc(N(C)C)cc3)CC2)O1 (stereo not drawn)
  3.2 | 6 | 8 | -0.1
> N#CCC(Cc1ccccc1)c1ccc2c(c1)OCO2 (stereo not drawn)
  1.4 | 15 | -12 | 0.1
> Cn1c(=O)oc2cc(S(=O)(=O)N3CCN(c4ccccc4)CC3)ccc21
  -0.5 | -2 | 8 | -0.2
> CCS(=O)(=O)Nc1cccc(C2=NN(C(C)=O)C(c3ccc(C)cc3)C2)c1 (stereo not drawn)
  -0.8 | -10 | 11 | 0.2
> CCNC(=O)C1CCN(c2nc(C)cc(C)n2)CC1
  -0.1 | -5 | -2 | -0.2
> CCCCCc1ccc(-c2ccc(C(=O)Oc3ccc(NC(C)=O)cc3)cc2)nc1
  0.3 | -18 | 0 | 0.1
> Cc1nn(-c2ccccc2)[n+]([O-])c1C(N)=O
  2.0 | 5 | -2 | -0.1

Looked up above:
GPR151 activ, COc1ccc(CN2CCN(C(=O)c3cccc(F)c3)CC2)c(OC)c1 → 2.0
TEAD-YAP inh, CC(=O)Nc1ccc(C(=O)Nc2ncc([N+](=O)[O-])s2)cc1 → -17
